FEN1 inhibitor = human FEN1 inhibition | P39748 | Recombinant FEN1 flap cleavage, fluorescence, 15 min | Potency, µM (titrated, usually from 114 µM), without a hit: at the top dose activity change, negative = inhibition, usual class: inhibitors | actives 0.35% (n = 390,000); active means well fitted inhibition curve with a large enough effect; inconclusive means small, poorly fitted or top-dose-only effect; inactive means no such curve, though single readings can be large or run the other way; further: nearly all actives have a fitted effect of over 65% in size
Target sequence (P39748 whole entry, looked up): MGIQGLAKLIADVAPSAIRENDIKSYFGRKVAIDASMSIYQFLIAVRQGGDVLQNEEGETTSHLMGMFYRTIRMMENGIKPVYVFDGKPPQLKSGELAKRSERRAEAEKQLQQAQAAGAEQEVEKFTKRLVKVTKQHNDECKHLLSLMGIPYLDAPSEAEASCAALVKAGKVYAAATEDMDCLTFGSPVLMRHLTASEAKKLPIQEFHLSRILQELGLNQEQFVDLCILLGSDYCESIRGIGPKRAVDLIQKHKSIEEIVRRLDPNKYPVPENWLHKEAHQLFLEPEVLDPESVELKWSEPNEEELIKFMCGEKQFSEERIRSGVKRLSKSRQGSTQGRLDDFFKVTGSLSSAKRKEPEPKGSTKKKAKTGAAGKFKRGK
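Read-out was taken twice, immediately and after 15 min, following addition of 50 nM substrate to 10 nM FEN1 that had sat with test compound for 15 min at room temperature. Curves came from a four-parameter Hill model.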
Starred values were filed as active, the others as inactive; ? = inconclusive; & = joins results of further samples. On the % scale 0 is the no-effect control and ±100 the full control effect; potency means the concentration at half of the fitted maximal effect. Only part of the results is shown; the hit share may differ from the screen's.

SMILES	FEN1 inhibitor
CC[C@H]1C=C[C@@H](C(C(=O)OC)C(=O)OC)CN1C(C)=O	4%
O=C1[C@H]2[C@H](C=CC[C@H]2C(=O)N2CCOCC2)CCN1Cc1ccccc1	3%&1%
C1=Cc2ccccc2/C1=C\c1ccc2c(c1)OCO2	-24%
Cc1ccc(NC(=O)c2ccc(S(=O)(=O)N(C)c3ccccc3)cc2)cc1S(=O)(=O)N1CCOCC1	11%
O=C(Nc1nnc(C2CCCCC2)s1)C1CCN(C(=O)c2ccco2)CC1	13%
C/C=C1\NC(=O)[C@H](CC(N)=O)N(C)C(=O)C([C@@H](C)O)NC(=O)C(CCCc2ccc(OC)cc2)NC(=O)[C@H](C(C)C)NC(=O)/C(=C\C)NC(=O)[C@H](O)[C@@H](C[C@@H](O)CCCCCCC)NC(=O)[C@H](C)NC(=O)CN(C)C(=O)[C@H](CCC(N)=O)NC1=O (stereo partly specified)	-15%
O=C1NCC(Nc2ccccc2)C(=O)N1 (stereo unspecified)	-3%
CC(C)(C)OC(=O)N1CCC(C(=O)Nc2cccc(C(=O)N3CCCCC3)c2)CC1	11%
CC(=O)Nc1ccc(NC(=S)NC(=O)c2ccc(-c3ccccc3)cc2)cc1	-7%
Cc1cccc(C(=O)N(C)c2nnc(-c3ccncc3)s2)c1	-4%
CCOC(=O)c1cnc(-n2nc(C)cc2C)nc1Nc1cccc(C(C)=O)c1	6%
O=S1(=O)CCOC[C@H](Cc2ccccc2)N1Cc1cccc(Cl)c1	-21%
S=c1[nH]ncn1NCc1cccc(Br)c1	-6%
CN1C[C@@H]2[C@@H]3C(=O)N(Cc4ccccc4)C(=O)[C@@H]3[C@](Cc3ccccc3)(C1=O)N2C(=O)c1ccc(Br)cc1	-5%
CCCCC(=O)O	-14%

Random excerpt: three records from the list, in no set order.
SMILES	FEN1 inhibitor
C/C=C1\NC(=O)[C@H](CC(N)=O)N(C)C(=O)C([C@@H](C)O)NC(=O)C(CCCc2ccc(OC)cc2)NC(=O)[C@H](C(C)C)NC(=O)/C(=C\C)NC(=O)[C@H](O)[C@@H](C[C@@H](O)CCCCCCC)NC(=O)[C@H](C)NC(=O)CN(C)C(=O)[C@H](CCC(N)=O)NC1=O (stereo partly specified)	-15%
CC[C@H]1C=C[C@@H](C(C(=O)OC)C(=O)OC)CN1C(C)=O	4%
CC(C)(C)OC(=O)N1CCC(C(=O)Nc2cccc(C(=O)N3CCCCC3)c2)CC1	11%

New compounds follow
SMILES	FEN1 inhibitor
CCN(CC(=O)Nc1ccc(NC(C)=O)cc1)C(=O)C1CCN(C(=O)c2ccccc2C)CC1	1%
Cc1ccc2nc3[nH]c(=O)[nH]c(=O)c3c(N)c2c1	?
O=C1C2C3CC(C(Br)C3Br)C2C(=O)N1c1nccs1 (stereo unspecified)	0%
CN1C[C@@H]2[C@@H]3C(=O)N(Cc4ccccc4)C(=O)[C@@H]3[C@](Cc3ccccc3)(C1=O)N2C(=O)c1ccc(F)cc1	1%
O=C1CC2(CCCCCC2)Oc2ccc(Cl)cc21	-18%
CC12CCC3C(=CCc4cc(O)ccc43)C1CC(=NO)C2O (stereo unspecified)	-8%
Cc1csc(NC(=O)CSc2nc3[nH]c(=O)cc(O)c3s2)n1	-2%
CCN(CC)C(=O)Cn1cc(S(=O)(=O)CC(=O)Nc2ccccc2C)c2ccccc21	5%
[O-][n+]1ccccc1/C=C/c1ccccc1	-1%
O=C(c1ccc2c(=O)n(-c3ccccc3)c(=O)[nH]c2c1)N1CCN(Cc2cccs2)CC1	17%
CCOc1ccc(NC(=O)c2nc(SCc3ccccc3F)ncc2Cl)cc1	-4%
CCC1CCCCN1C(=O)CCn1c(=O)oc2ccccc21 (stereo unspecified)	-5%
O=C(CCCSCCCC(=O)NN=Cc1ccccc1)NN=Cc1ccccc1	5%
COc1cc(O)c2c(=O)c3c(O)c(O)ccc3oc2c1OC	?
O=C(NC1CC1)c1ccc(NC(=O)C2CCCCC2)cc1	15%
COc1ccccc1N1CC(C(=O)Nc2nnc(SCC(=O)N3CCCC3)s2)CC1=O (stereo unspecified)	-2%
COc1c(C)cccc1C(=O)Nc1cc(-c2nn3c(C)nnc3s2)ccc1C	-10%
COC(=O)c1cc(C)ccc1/C=C1/Cc2c(C)cc(C)cc2C1=O	10%
CN1CCN(C2Cc3cc(F)ccc3Sc3ccc(Cl)cc32)CC1 (stereo unspecified)	5%
CN(C)C(=O)c1ccc(NC(=O)COC(=O)CCN=C2NS(=O)(=O)c3ccccc32)cc1	-2%
Oc1ccc(-c2cnc3ccccc3n2)cc1	-6%
COc1ccccc1-c1cccc([C@@H]2C[C@H]3[C@H](CON3C)CN2Cc2cc(Cl)cc(Cl)c2)c1	-20%
Cc1cccc(NC(=O)c2cc3ccccc3c(=O)o2)n1	-5%
CCc1ccc(C(=O)C(C)OC(=O)CN2C(=O)NC3(CCCC3)C2=O)cc1 (stereo unspecified)	6%
C(=Nc1ccc(/C=C/c2ccnc3ccccc23)cc1)Nc1ccc(/C=C/c2ccnc3ccccc23)cc1	?
Cc1cc(Br)cc(Br)c1OCC(=O)NNC(=O)Nc1ccccc1	1%
O=C(NNC(=O)OCc1ccccc1)OCc1ccccc1	-10%
CC(C)CCNC(=S)Nc1ccc(F)cc1	-3%
CN(C)Cc1cn(-c2ccccc2)nc1-c1ccccc1	-15%
CCN(CC)S(=O)(=O)c1ccc(NC(=O)CSc2nc3nc(C)cc(C)c3c(=O)[nH]2)cc1	-1%
CC(=O)NC1CC2CCCC(C1)N2C(=O)Nc1cccc(Cl)c1 (stereo unspecified)	10%
O=S(=O)(NCC1CCCO1)c1ccc(S(=O)(=O)N(Cc2ccc(F)cc2)C2CCCCC2)cc1 (stereo unspecified)	-2%
Clc1ccc(/C=C/c2ccc3ccccc3n2)cc1Cl	?
Cc1cc(C(=O)Nc2ccc3c(c2)CCC3)ccc1[N+](=O)[O-]	13%
Cc1ccc(C(=O)Nc2cccc(S(=O)(=O)N3CCCCC3)c2)cc1S(=O)(=O)N1CCOCC1	-17%
O=C(C[n+]1ccncc1)c1ccc2c(c1)CCCC2	14%
O=C(O)c1cccc(-c2ccccc2)c1O	3%
CC1C(=O)C(C)C(c2ccc(Cl)cc2)NC1c1ccc(Cl)cc1 (stereo unspecified)	13%
COc1cccc(-c2nnc(-c3ccc4ccccc4c3)o2)c1	-17%
CS(=O)(=O)N1CCN(/[N+]([O-])=N/Oc2ccc([N+](=O)[O-])cc2[N+](=O)[O-])CC1 (tested in a mixture with another compound)	-17%
O=C(c1ccc2c(=O)n(Cc3ccco3)c(=S)[nH]c2c1)N1CCN(Cc2ccc3c(c2)OCO3)CC1	?
COc1ccc(-c2cc(C(=O)N(C)Cc3ccc(F)cc3)c3ccccc3n2)cc1OC	-15%
CC1CN(C2CCCCC2)C(=O)NC1=O (stereo unspecified)	-2%
COc1cc(Oc2ccccc2)nc(N)n1	18%
CCOC(=O)c1c(NC(=O)COC(=O)CCOc2cc(C)ccc2C)sc(C(=O)N(C)C)c1C	-16%
CCCCN1CC[C@H]2C=CC[C@@H](C(=O)Nc3ccc(Cl)cc3Cl)[C@H]2C1=O	5%&-7%
CC1CN(C(=O)c2cc(F)c(F)cc2Cl)CC(C)O1 (stereo unspecified)	-1%
COc1ccccc1/C=N/Nc1nc(C)c(C(C)=O)s1	20%
COCCN(C(=O)COC(=O)/C=C/c1ccc(SC)cc1)c1c(N)n(Cc2ccccc2)c(=O)[nH]c1=O	-8%
C=CCNC(=O)c1onc(CSc2ccc(F)c(F)c2)c1C(=O)NCC=C	-7%
COc1ccccc1CC(=O)c1ccccc1OC	6%
CC(C)(C)S(=O)N1Cc2ccc(CO)cc2[C@@H]1CCO (stereo partly specified)	30%
COc1ccc([C@@]23Oc4cc(OC)cc(OC)c4[C@]2(O)[C@H](O)[C@H](C(=O)N(C)C)[C@H]3c2ccccc2)cc1	-3%
CC(Oc1nc2c(c(=O)n(C)c(=O)n2C)n1C)C1CCCCC1 (stereo unspecified)	6%
CN1C(=O)CCC2(c3ccccc3)CC=C(O)C=C12 (stereo unspecified)	17%
C[n+]1c(-c2ccccc2)cc2c(=Cc3ccccc3)c3ccccc3n21	?
CC1=CC(=O)[C@@H](O)[C@@H](c2ccccc2Br)N1C	10%
O=C(C=Cc1ccccc1)NCCNC(=O)C=Cc1ccccc1	0%
O=P1(NC2CCCC2)OCC2(CO1)COP(=O)(NC1CCCC1)OC2 (stereo unspecified)	0%
CN(C)c1ccc(/C=C/c2ccnc3c([N+](=O)[O-])cccc23)cc1	3%

Among those listed so far, these have bromine.
SMILES	FEN1 inhibitor
S=c1[nH]ncn1NCc1cccc(Br)c1	-6%
CN1C[C@@H]2[C@@H]3C(=O)N(Cc4ccccc4)C(=O)[C@@H]3[C@](Cc3ccccc3)(C1=O)N2C(=O)c1ccc(Br)cc1	-5%
O=C1C2C3CC(C(Br)C3Br)C2C(=O)N1c1nccs1 (stereo unspecified)	0%
Cc1cc(Br)cc(Br)c1OCC(=O)NNC(=O)Nc1ccccc1	1%
CC1=CC(=O)[C@@H](O)[C@@H](c2ccccc2Br)N1C	10%

New compounds follow
SMILES	FEN1 inhibitor
COc1cc2nc(N3CCOCC3)nc(NC3CC3)c2cc1OC	-16%
CC(=NO)C1CCC2C3CCC4=CC(=NO)CCC4(C)C3C(O)CC12C (stereo unspecified)	-2%
Cc1c(NC(=O)C(C)OC(=O)c2c3c(nc4ccccc24)CCC(C)C3)c(=O)n(-c2ccccc2)n1C (stereo unspecified)	-5%
O=S1(=O)c2c(F)cccc2OC(COc2ccccc2)CN1CCc1ccc(F)cc1 (stereo unspecified)	-10%
CC(=O)C1(C)C(=O)N(c2ccc(C)cc2)C(=O)N1c1ccc(C)cc1 (stereo unspecified)	3%
COc1cc2c(NC3CCN(C)CC3)nc(N3CCN(C)CC3)nc2cc1OCCOCCN(C)C	?
Nc1nc(SCc2ccccc2)c2ncn(CCO)c2n1	1%
CC(SC(C)C(=O)NN=Cc1ccc(F)cc1)C(=O)NN=Cc1ccc(F)cc1 (stereo unspecified)	-16%
COc1ccc(C(=O)Nc2ccccc2-c2nnn(CC(N)=O)n2)cc1	12%
Fc1cccc(-c2ncc(-c3ccccc3)o2)c1	14%
COc1ccc(C)c2sc(N(CCCN(C)C)C(=O)c3ccc(S(=O)(=O)N4CCc5ccccc5C4)cc3)nc12	-12%
Cc1ccc(C(C(=O)NC2CCCC2)N(Cc2cccs2)C(=O)c2csnn2)o1 (stereo unspecified)	-5%
O=C(O)c1cccc2c1Cc1cc(Cl)ccc1-2	-7%
C=C(NNC(C)=O)c1ccc(O)cc1	-13%
CC(=NO)C1CCC2C3CCC4=CC(=NO)CCC4(C)C3C(=O)CC12C (stereo unspecified)	11%

Copied from the list.
FEN1 inhibitor result of `CC(Oc1nc2c(c(=O)n(C)c(=O)n2C)n1C)C1CCCCC1` (stereo unspecified) reads 6%
FEN1 inhibitor result of `CCCCN1CC[C@H]2C=CC[C@@H](C(=O)Nc3ccc(Cl)cc3Cl)[C@H]2C1=O` reads 5%&-7%
FEN1 inhibitor result of `O=C(Nc1nnc(C2CCCCC2)s1)C1CCN(C(=O)c2ccco2)CC1` reads 13%
FEN1 inhibitor result of `COc1ccc(-c2cc(C(=O)N(C)Cc3ccc(F)cc3)c3ccccc3n2)cc1OC` reads -15%

Continuation.
SMILES	FEN1 inhibitor
O=C(O)C1=C[C@@H](C2CC2)C[C@@H](OCCCCO)O1	0%
CC12CC3OC3CC1CCC1C2CCC2(C)C1CCC21OCCO1 (stereo unspecified)	-1%
NC(=O)c1ncn([C@@H]2O[C@H](CNCc3ccccc3C#Cc3ccccc3)[C@@H](O)[C@H]2O)n1	13%
O=C(Cc1ccc(NC(=O)C2CCCN(C(=O)C3CCCCC3)C2)cc1)Nc1cccc(C(=O)N2CCCC2)c1 (stereo unspecified)	1%
CCNc1nc(NCC)nc(-n2cc(C(=O)c3cc(Cl)ccc3O)cn2)n1	-9%
CN1CCN(S(=O)(=O)c2ccc(Cl)c(C(F)(F)F)c2)CC1	-1%
CCCCCC1C(=O)N2C=C(c3ccccc3)c3ccccc3N2C1=O (stereo unspecified)	-2%
CC1(C)COC(c2ccccc2Cl)OC1	11%
COc1cccc(C2c3c(oc4ccccc4c3=O)C(=O)N2Cc2ccco2)c1 (stereo unspecified)	-12%
O=C(Nc1cccc(Nc2ccccc2)c1)c1cnn2c1NC(=C1CC1)C=C2C(F)F	-6%
COc1ccc(C(=O)Nc2c(O)ccc3ccccc23)cc1	0%
Clc1ccc(C=Cc2ccccn2)c(Cl)c1	-12%
CC(C)CNc1ncnc2oc(-c3ccco3)c(-c3ccco3)c12	?
CCOC(=O)/C=C/c1ccccc1S(=O)(=O)NC(C)(C)C	-13%&13%
COc1ccc(/C=C2\C=Cc3ccccc32)cc1OC	-20%
O=Cc1ccc(-c2cccs2)s1	0%
Oc1ccc(C[C@H]2CNC(=S)N2CC2CCCN2C[C@H](Cc2ccc(O)cc2)N2C[C@H](Cc3ccccc3)N(CCc3ccccc3)C2=S)cc1 (stereo partly specified)	11%
O=C1C=CC2C3C(=O)N(c4ccccc4)C(=O)C3C1N2Cc1ccccc1 (stereo unspecified)	5%
Cc1ccc(NC(=O)c2ncn(CCCN3CCN(c4ncccn4)CC3)n2)cc1C	3%
CC(=O)N1CCc2c(sc(NC(=O)c3ccc(S(=O)(=O)N(C)C)cc3)c2C#N)C1	-1%
CCOC(=O)Cc1c[nH]c2ccc([N+](=O)[O-])cc12	0%
COC(=O)c1ccc(CCc2cc(O)c(Br)cc2O)cc1	8%
ON(CCc1ccccn1)CCc1ccccn1	-1%
CN(C)c1ccc(/C=C/c2ccnc3c(Cl)cccc23)cc1	-21%

An excerpt of these results, with each value named.
> Cc1ccc(NC(=O)c2ncn(CCCN3CCN(c4ncccn4)CC3)n2)cc1C
  FEN1 inhibitor: 3%
> CC(=O)N1CCc2c(sc(NC(=O)c3ccc(S(=O)(=O)N(C)C)cc3)c2C#N)C1
  FEN1 inhibitor: -1%
> CCOC(=O)Cc1c[nH]c2ccc([N+](=O)[O-])cc12
  FEN1 inhibitor: 0%
